Screening results from PubChem BioAssay.
mHtt clearance = compounds clearing mutant huntingtin protein; HeLa Exon1htt(103Q)mCFP, aggregate imaging; zero = plate's median compound well; inhibition, % at 1.5 µM; 0.42% of 47,000 active;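 active = inhibition of aggregate fluorescence above about 70%, also judged a hit by eye on the cell image, limit read from the data, passing the limit was not always enough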;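 also: cells exposed to compound for three days before fixation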
mHtt clearance grain fraction = also measured in mHtt clearance; calls as there; fraction fluorescence in grains; measured here: aggregate grain fluorescence fraction; hits give low values;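 scaled fraction of total cell fluorescence in grains with unit not stated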
* marks the source's active call; other numbers are inactive results; i = inactive.

SMILES | mHtt clearance | mHtt clearance grain fraction
CC(=O)c1c[nH]c2ccc(C)cc2c1=O | -6 | 47
CCCCc1cc(=O)oc2c(CN3CCCC3)c(O)ccc12 | -24 | 42
COC(=O)c1sc(=S)n(-c2cccc(Cl)c2)c1N | 46 | 19
CC(OC(=O)c1cc2sccc2n1C)C(=O)NCc1ccco1 (stereo not drawn) | 28 | 16
CCn1c(SCC(=O)Nc2nc(C)c(C)s2)nc2cccnc21 | 34 | 12
CC(=O)N(c1ccc(C(C)C)cc1)C1C=CS(=O)(=O)C1 (stereo not drawn) | -2 | 38
C=CCn1c(-c2cccs2)nc2nc3ccccc3nc21 | -95 | 36
COC(=O)c1ccccc1NC(=O)Cn1nc(C(F)(F)F)c2c1CCC2 | -7 | 22
N#Cc1c(N)c(C#N)c(-c2ccc(O)cc2)c2c1CCCC2 | 4 | 28
Nc1nncn1C(=O)c1c(Cl)cccc1Cl | 21 | 16
Cc1ccc(C)c(OCCCC(=O)O)c1 | 17 | 13
Cc1nn(C(=O)c2ccco2)c(C)c1CN1C(=O)c2ccccc2C1=O | -19 | 20
CCOC(=O)N1CCN(C(=O)CSCc2nc(-c3ccccc3F)oc2C)CC1 | 26 | 28
C=CCSc1nnc(-c2nnc(SCC=C)n2-c2ccccc2)n1-c1ccccc1 | 2 | 43
CC(C)(O)c1cc(=O)sc2nc3ccccc3n12 | -61 | 31
CCc1ccc(N2CC(C(=O)Nc3ccccc3F)CC2=O)cc1 (stereo not drawn) | -45 | 62
O=[N+]([O-])c1cc(/C=N/OCc2c(Cl)cccc2Cl)ccc1N1CCOCC1 | 6 | 36
CC(=O)Nc1c(C(=O)C2CC2)oc2ccccc12 | 56 | 20
COc1ccc2c(c1OC)C(=O)N(c1nccs1)C2 | 26 | 15
CCOc1ccccc1C(=O)N(Cc1cccs1)C1CCS(=O)(=O)C1 (stereo not drawn) | 39 | 26
Cc1cc(SCc2ccccc2)nc(=O)[nH]1 | 12 | 25
CN(C)CCCN1C(=O)C(=O)/C(=C(/O)c2ccc3c(c2)OCO3)C1c1cccnc1 (stereo not drawn) | -2 | 20
Nc1ccc2nn(-c3cccc4ccccc34)nc2c1 | -14 | 24
O=S(Cc1ccc(Cl)cc1)CC(O)COCc1ccc(Cl)cc1 (stereo not drawn) | -37 | 50
CC(=O)N1c2ccccc2C(C)(C)C2CCC(C)CC21 (stereo not drawn) | -1 | 20

Profiles, quoted from the list:
Profile of CCn1c(SCC(=O)Nc2nc(C)c(C)s2)nc2cccnc21 → mHtt clearance: 34; mHtt clearance grain fraction: 12
Profile of C=CCn1c(-c2cccs2)nc2nc3ccccc3nc21 → mHtt clearance: -95; mHtt clearance grain fraction: 36
Profile of N#Cc1c(N)c(C#N)c(-c2ccc(O)cc2)c2c1CCCC2 → mHtt clearance: 4; mHtt clearance grain fraction: 28

Back to the main list with the two entries that preceded the break.
SMILES | mHtt clearance | mHtt clearance grain fraction
O=S(Cc1ccc(Cl)cc1)CC(O)COCc1ccc(Cl)cc1 (stereo not drawn) | -37 | 50
CC(=O)N1c2ccccc2C(C)(C)C2CCC(C)CC21 (stereo not drawn) | -1 | 20
CSc1nc(-c2ccccc2)nc(SC)c1C(C)=O | -65 | 33
CC1=C(C(=O)Nc2ccccc2Cl)C(c2ccc(N(C)C)cc2)NC(=O)N1 (stereo not drawn) | -32 | 53
CCOC(=O)c1ccccc1NC(=O)CN(c1ccccc1OCC)S(C)(=O)=O | -8 | 37
CCCc1cc(Nc2ccccc2OCC)n2ncnc2n1 | -2 | 39
O=C(Nc1ccc(N2CCOCC2)cc1)C1CC1 | 23 | 15
O=C1C2CCCN2C(c2ccc(Br)cc2)N1c1ccc(F)cc1 (stereo not drawn) | 24 | 38
CCOc1ccc(-n2c(=O)c3c(C)c(C)sc3n(CC(=O)NCc3ccco3)c2=O)cc1 | -2 | 19
Cc1nc2cc(C(F)(F)F)ccc2n1C1CCN(CC(=O)NC(C)(C)C)CC1 | 22 | 17
CC1CCCC(C)N1C(=O)CN1CCN(c2nc(-c3ccc(F)cc3)cs2)CC1 (stereo not drawn) | 1 | 34
O=C(CN1C(=O)CSc2ncccc21)NCCN1CCOCC1 | 31 | 31
COn1c(SCc2cccnc2)nc2ccccc2c1=O | 7 | 36
O=C(CSc1nnc(-c2cccs2)o1)N1CCCCC1 | -87 | 84
COc1ccccc1C(=O)Nc1c(C)n(C)n(-c2ccccc2)c1=O | 26 | 27
CC(C)(C)n1nnnc1C(c1ccc2ncccc2c1)N1CCSCC1 (stereo not drawn) | 15 | 26
CC(=C/c1ccccc1)/C=N/n1cnnc1 | i | 315
CCOC(=O)c1c[nH]c2c(Cl)ccc(Cl)c2c1=O | -36 | 46
CC(C)c1[nH]nc2c1C(c1cccs1)C(C#N)=C(N)O2 (stereo not drawn) | -46 | 27
COC(=O)CSc1nnc2n1C(C)(C)Cc1ccccc1-2 | -10 | 41
Cc1cc(NCCNC2=CC(=O)CCC2)nc2ccccc12 | 0 | 19
CSc1cccc(NS(=O)(=O)c2cccs2)c1 | -83 | 39
O=c1c2[nH]c3cccc(Cl)c3c2ncn1Cc1ccncc1 | -1 | 37
Cc1nc(N2CCN(C)CC2)[nH]c(=O)c1Cc1cccc2ccccc12 | -40 | 42
CCOC(=O)c1cnc(SCc2cccc3ccccc23)nc1N | 6 | 22
CCc1ccc(CCC(=O)Nc2ccc(S(N)(=O)=O)cc2)o1 | 5 | 36
O=C(Nc1ccncc1)Nc1ccc(F)cc1F | 19 | 14

Laid out differently: results already given.
Order of values: mHtt clearance	mHtt clearance grain fraction
Cc1nc(N2CCN(C)CC2)[nH]c(=O)c1Cc1cccc2ccccc12
→ -40	42
CC(=C/c1ccccc1)/C=N/n1cnnc1
→ i	315
COC(=O)c1ccccc1NC(=O)Cn1nc(C(F)(F)F)c2c1CCC2
→ -7	22
CC(=O)N(c1ccc(C(C)C)cc1)C1C=CS(=O)(=O)C1 (stereo not drawn)
→ -2	38
Nc1ccc2nn(-c3cccc4ccccc34)nc2c1
→ -14	24
Cc1cc(SCc2ccccc2)nc(=O)[nH]1
→ 12	25

Reprinted at random: 5 entries already listed.
SMILES | mHtt clearance | mHtt clearance grain fraction
CC(C)(C)n1nnnc1C(c1ccc2ncccc2c1)N1CCSCC1 (stereo not drawn) | 15 | 26
CCOc1ccc(-n2c(=O)c3c(C)c(C)sc3n(CC(=O)NCc3ccco3)c2=O)cc1 | -2 | 19
O=C1C2CCCN2C(c2ccc(Br)cc2)N1c1ccc(F)cc1 (stereo not drawn) | 24 | 38
CC(=C/c1ccccc1)/C=N/n1cnnc1 | i | 315
Cc1nc2cc(C(F)(F)F)ccc2n1C1CCN(CC(=O)NC(C)(C)C)CC1 | 22 | 17

(cont.)
SMILES | mHtt clearance | mHtt clearance grain fraction
CCC(C)NC(=O)c1n[nH]c(=O)c2ccccc12 (stereo not drawn) | -10 | 38
Nc1nncn1C(=O)CCc1ccccc1 | 27 | 12
CCCCC(c1nnnn1C1CCCC1)N1CCN(C(=O)c2ccco2)CC1 (stereo not drawn) | -9 | 38
COCCOC(=O)C1=C(C)NC(=O)NC1c1ccc(OC(=O)c2ccco2)c(OC)c1 (stereo not drawn) | 17 | 15
Cc1nn(C)cc1/C=C/C(=O)c1cccs1 | 25 | 16
O=C(NCC(=O)N(c1ccc2c(c1)OCO2)C(C(=O)NC1CCCC1)c1ccncc1)c1ccco1 (stereo not drawn) | 3 | 20
CCOC(=O)c1oc2ccccc2c1CSc1nnnn1-c1ccc(OC)cc1 | -9 | 22
CC(=O)c1nn(-c2cccc(Br)c2)cc1C(=O)c1ccco1 | 20 | 16
Cc1cc2ncn(S(=O)(=O)N3CCOCC3)c2cc1C | 70* | 5.3*
O=C(CCCCCn1c(SCc2ccncc2)nc2ccccc2c1=O)NCc1ccco1 | -45 | 28
O=C(NCc1ccc2c(c1)OCO2)c1cc(-n2cnnc2)ccc1Cl | -3 | 20
Cc1cc(N2CC34C=CC(O3)C(C(=O)O)C4C2=O)no1 (stereo not drawn) | -1 | 37
CC(=O)NC(=O)Nc1sc(=S)n(C)c1C | 38 | 24
Cc1nc2ccc(NC(=O)N3CCC(c4ccccc4)C3)cc2nc1C (stereo not drawn) | -17 | 19
Cc1c(N=Cc2c(O)n(Cc3ccco3)c(=O)c3ccccc23)c(=O)n(-c2ccccc2)n1C | -20 | 22
CCn1c(NC(=O)c2cccc(Cn3cc(Cl)cn3)c2)nc2ccccc21 | 8 | 30
Cc1nn(C)c(C)c1S(=O)(=O)Nc1ccc2c(c1)OCO2 | 20 | 23
Cc1ccc(CNC(=O)CN2C(=O)COc3ccc(C)cc32)cc1 | -31 | 46
O=C(CSc1nc(NS(=O)(=O)c2ccccc2)cc(=O)[nH]1)Nc1ccc(F)cc1 | 26 | 28
CNC(=O)c1cc2c(ccc3ccccc32)oc1=N | 2 | 18
Cc1ccc(S(=O)(=O)NC2CCCC(C(=O)O)C2)cc1 (stereo not drawn) | 15 | 33
COc1ccc(/C(O)=C2/C(=O)C(=O)N(Cc3cccnc3)C2c2ccncc2)cc1F (stereo not drawn) | 23 | 13
CCCCN(CCCC)c1nc(OC)nc(-n2nnc(C(C)=O)c2C)n1 | -27 | 48
Cc1ccc(NCCC(=O)c2cccs2)cc1Cl | 22 | 30
COc1cccc(C2CC(c3ccccc3)Nc3ncnn32)c1 (stereo not drawn) | -48 | 30
Next results follow.
SMILES | mHtt clearance | mHtt clearance grain fraction
CC(C)(C)c1nnc2sc(SCC(=O)c3ccc(Cl)cc3)nn2c1=O | -45 | 57
O=C(C1=C(O)C(=O)N(Cc2ccco2)C1c1cccnc1)c1cc2ccccc2o1 (stereo not drawn) | 1 | 19
COCCCNC(=O)CC(NS(=O)(=O)c1ccc(F)cc1)c1ccc(OC)cc1 (stereo not drawn) | -42 | 26
CCCCCc1ccc(S(=O)(=O)NCCc2ccncc2)cc1 | 37 | 12
COCCCNC(=O)CC(NS(=O)(=O)c1ccc(Cl)cc1)c1ccc(OC)cc1 (stereo not drawn) | 4 | 20
CSCCC(/C(O)=C(\C#N)c1nc2ccccc2[nH]1)N1C(=O)c2ccccc2C1=O (stereo not drawn) | -37 | 25
Cc1cccn2c(=O)c(/C=N/O)c(N3CCCCC3)nc12 | -11 | 41
COc1ccc(-c2ccc(SCC(=O)Nc3cc(C)on3)nn2)cc1OC | 15 | 28
CCOc1ccc2nc(NC(=O)CS(=O)(=O)c3ccc(C)cc3)sc2c1 | -16 | 27
CN1c2ccccc2C(C)(C)[C@]12C=Cc1cc(O)ccc1O2 | 25 | 15
CC1CCCN(c2ccc(C(=O)NCCc3ccccc3)cn2)C1 (stereo not drawn) | 25 | 26
Cc1c(C2OC(=O)C3(CCCCC3)C(=O)C2(C)C)c(=O)n(-c2ccccc2)n1C (stereo not drawn) | 20 | 28
O=C(Nc1ccc2c(c1)OCO2)c1cnn2c(C(F)(F)F)cc(-c3ccco3)nc12 | 7 | 37
Cc1cc2cc(C(c3nnnn3CC3CCCO3)N3CCCc4ccccc43)c(=O)[nH]c2cc1C (stereo not drawn) | 22 | 29
O=C(CCc1ccc(S(=O)(=O)N2CCOCC2)cc1)Nc1cc(Cl)ccc1N1CCOCC1 | 11 | 34
O=C(Nc1ccc2snnc2c1)Nc1cccc2ccccc12 | -9 | 26
Cn1c2c(c(=O)n(C)c1=O)CN(CCN1CCNCC1)CN2 | -1 | 21
Cc1c(N=C/C=C2/N(C)c3ccccc3C2(C)C)c(=O)n(-c2ccccc2)n1C | -30 | 24
CCCn1nc(C(=O)NCC(C)(C)N2CCOCC2)c2ccccc2c1=O | -10 | 44
O=C(Nc1cccc(F)c1)C1CCN(C(=O)c2ccccc2Cl)CC1 | 4 | 22
CCCCNC(=O)CC1C(=O)N(Cc2ccccc2)C(C)c2nc3ccccc3n21 (stereo not drawn) | 2 | 36
Cc1cccc(NC(=O)CCc2ccc(C)o2)c1 | 42 | 23
O=C(c1ccc(Br)s1)N1CCN(c2ncccn2)CC1 | 13 | 16
COc1cc(NS(=O)(=O)c2ccccc2)ccc1-n1nc(C)cc1C | 17 | 16
Cc1sc2nc(SCC(=O)N(C)C)[nH]c(=O)c2c1C | 16 | 16
Remaining list, next part
SMILES | mHtt clearance | mHtt clearance grain fraction
CCCNC(=O)N1CCC(C(=O)c2ccc(Cl)cc2)CC1 | 24 | 30
COc1nc(OCCNC(=O)Nc2ccccc2)nc(N(C)C)n1 | 15 | 18
COc1ccccc1CNC(=O)CCS(=O)(=O)c1ccc2c(c1)CCCN2C(C)=O | 4 | 32
CC(=O)Nc1nc2ccccc2n1CCOc1ccccc1Cl | 43 | 21
COc1ccc(F)cc1S(=O)(=O)Nc1ccc2c(c1)OCO2 | 23 | 16
CCn1c(=O)cc(SCC(=O)Nc2ccc3c(c2)OCCO3)c2ccccc21 | -32 | 46
CCn1c(SCc2nc(-c3cccs3)no2)nnc1-c1c[nH]c2ccccc12 | -12 | 23
Cc1noc(C)c1S(=O)(=O)N1CCC2(CC1)OCCO2 | 19 | 29
CCC1CCc2c(sc(NC(=O)CSc3nc(-c4ccco4)cc(C(F)(F)F)n3)c2C#N)C1 (stereo not drawn) | 56 | 8.8
CCOC(=O)C(C)c1c(C)[nH]c(=S)[nH]c1=O (stereo not drawn) | 37 | 13
O=C(CN(c1ccc2c(c1)OCCO2)S(=O)(=O)c1ccccc1)NCc1ccco1 | -13 | 23
COC(=O)CSc1nnc(-c2ccccn2)n1Cc1ccco1 | -26 | 25

Not all compounds are listed. The share of hits here may be higher or lower than overall.
